High-throughput results as filed in PubChem BioAssay.
GLP-1R inv ag – inverse agonists of human GLP-1 receptor. HEK293 GLP-1R CRE-luciferase, luminescence, 24 h; GLP-1R form is constitutively active. Potency, µM (titrated, usually from 38.3 µM), for inactives: at the top dose activity change, negative = inhibition, actives largely listed as inhibitors. actives 1.6% (n = 410,000). AID 624417; note: potency is the fitted concentration of half-maximal effect; % is set by controls: 0 for no effect and ±100 for the full control effect; nearly all actives have a fitted effect of over 55% in size
Target sequence (P43220 whole entry, looked up): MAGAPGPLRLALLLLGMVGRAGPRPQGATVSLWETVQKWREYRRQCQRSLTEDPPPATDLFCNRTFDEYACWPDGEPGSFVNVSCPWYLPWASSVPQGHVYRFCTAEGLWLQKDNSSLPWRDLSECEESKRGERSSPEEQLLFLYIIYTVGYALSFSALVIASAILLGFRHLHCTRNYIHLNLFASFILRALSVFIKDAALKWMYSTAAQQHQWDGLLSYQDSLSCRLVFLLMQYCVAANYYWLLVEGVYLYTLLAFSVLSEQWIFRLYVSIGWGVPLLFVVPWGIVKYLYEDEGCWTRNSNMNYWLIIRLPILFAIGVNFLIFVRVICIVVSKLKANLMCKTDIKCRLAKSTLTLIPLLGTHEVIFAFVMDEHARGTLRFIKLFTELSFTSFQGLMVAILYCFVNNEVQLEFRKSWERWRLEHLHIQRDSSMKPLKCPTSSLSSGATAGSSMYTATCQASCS
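Using stably transfected HEK293 (constitutively active GLP-1R, cAMP-luciferase reporter), compounds were incubated 24 hr and luciferase measured by luminescence.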
Abeta yeast res – A-beta toxicity reversal in yeast | yeast expressing A-beta42, growth rescue, OD600, 48 h; response scale: 0% DMSO, 100% iron-clioquinol control | Potency, µM (doses to about 46.1 µM), inactives show at the highest dose growth rescue, usual class: activators | actives 0.063% (n = 410,000) | AID 1347071; note: potency is the fitted concentration of half-maximal effect; nearly all actives have a fitted effect of over 55% in size
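Yeast A-beta toxicity model in growth medium with pinned compounds, 48 h at 30 C; growth read as absorbance at 600 nm. Normalized to FeCl3/clioquinol equimolar mix (positive) and DMSO (negative).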
pAkt inh – blocks phosphorylation of Akt | Neuro2A IGF-stimulated pAkt S473 HTRF, 20 min; stronger effect = lower value | activity change, % for hits at 50 µM | actives 0.32% (n = 360,000); in the data active = activity change below about -80%; inconclusive = mostly about -51% to -80%; note: % is set by controls: 0 for no effect and ±100 for the full control effect
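Neuro2A cells (4,500/well, DMEM with 0.5% FBS) were treated with compound at a single 50 µM final concentration, stimulated with 6 nM IGF for 20 min at 37 °C, and lysed. Phospho-Akt Ser473 was read by HTRF as 665/615 ratio ×10^4.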
TDP43 rescue – inhibitors of TDP-43 toxicity in yeast; TDP-43 expressing yeast growth rescue, BacTiter-Glo, 24 h; Potency, µM (doses to about 46.1 µM), inactives show top-dose growth rescue (activation), actives largely listed as activators; actives 1.8% (n = 410,000); AID 652104; note: potency is the fitted concentration of half-maximal effect; % of control where 0% means no effect; nearly all actives have a fitted effect of over 50% in size
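Yeast expressing TDP-43 (pregrown in raffinose, seeded at OD600=0.02 in galactose medium) exposed to compounds 24 hr at 30 deg C. Growth read by BacTiter-Glo luminescence; rescue of toxicity appears as increased signal.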
aSyn yeast inh – alpha-synuclein toxicity inhibition in yeast. Yeast expressing alpha-synuclein, growth rescue, BacTiter-Glo, 24 h. Potency, µM (top dose mostly 46.1 µM), inactives show top-dose growth rescue (activation), most hits filed as activators. actives 0.14% (n = 370,000). AID 652106; note: potency is the fitted concentration of half-maximal effect; % of control where 0% means no effect; nearly all actives have a fitted effect of over 65% in size
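Readout is rescue of growth in alpha-synuclein-expressing yeast, so inhibitors of toxicity appear as activators. Growth after 24 hr at 30 deg C in galactose medium is quantified by luminescence.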
GLP1R cytotox – cytotoxic in the GLP-1 receptor inverse agonist counter-screen; HEK293 cAMP-luciferase reporter cells, luminescence, 24 h; Potency, µM (series often up to 38.3 µM), inactives show top-dose activity change, negative = inhibition, actives largely listed as inhibitors; actives 0.13% (n = 410,000); AID 624418;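 note: loss of luciferase light is scored as toxicity; potency is the fitted concentration of half-maximal effect; % is set by controls: 0 for no effect and ±100 for the full control effect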
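Here, cytotoxicity is scored as loss of luminescence. The MLSMR collection was tested on cells seeded in medium containing 10% Nu serum, with a 24 hr compound exposure preceded by 12 hours of culture.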
MmCpn inh – inhibitors of Methanococcus maripaludis chaperonin (MmCpn); Potency, µM (titrated, usually from 76.9 µM), without a hit: top-dose activity, negative = inhibition, actives largely listed as inhibitors; AID 504842; purified Mm-Cpn ATPase, ADP Transcreener TR-FRET; actives 0.031% (n = 330,000); note: potency is the fitted concentration of half-maximal effect; % is set by controls: 0 for no effect and ±100 for the full control effect; nearly all actives have a fitted effect of over 80% in size
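Purified archaeal Mm-CPN (25nM final) preincubated 10 min at 37degC with compound, then 10uM ATP for 30 min at 37degC; ADP measured by HTRF Transcreener TR-FRET; buffer 30 mM TRIS pH 7.4, 100mM KCl, 5mM MgCl2, 1mM DTT.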
FUS yeast rescue – FUS proteinopathy suppression in yeast | S. cerevisiae FUS-expressing, growth rescue, OD600, 24 h | Potency, µM (series often up to 76.6 µM), for the others: at the highest dose growth rescue (activation), usual class: activators | actives 0.24% (n = 390,000) | AID 1347120;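 note: potency is the fitted concentration of half-maximal effect; plate controls were DMSO vehicle for no effect and reference control for full effect; nearly all actives have a fitted effect of over 55% in size; some results filed as inactive show a strong effect at the top dose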
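Read-out: OD at 600 nm after 24hr at 30C, reporting rescue of FUS-induced yeast toxicity. Cells at OD 0.005 in galactose (2%) minimal medium; compounds tested in a dilution series; CP55940 titration from 92uM final as control.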
PTHR1 ag – PTHR1 (human) receptor agonism. Q03431. HEK293 GP2 PTHR1 cells, GloSensor cAMP luminescence, 1 h. Potency, µM (top dose mostly 115 µM), for inactives: at the highest dose activation, hits mostly activators. actives 0.075% (n = 410,000). AID 743266; note: potency is the fitted concentration of half-maximal effect; nearly all actives have a fitted effect of over 55% in size; some results filed as inactive show a strong effect at the top dose; inactives centre near -15; many of its hits are not listed in these tables
Target sequence (Q03431 whole entry, looked up): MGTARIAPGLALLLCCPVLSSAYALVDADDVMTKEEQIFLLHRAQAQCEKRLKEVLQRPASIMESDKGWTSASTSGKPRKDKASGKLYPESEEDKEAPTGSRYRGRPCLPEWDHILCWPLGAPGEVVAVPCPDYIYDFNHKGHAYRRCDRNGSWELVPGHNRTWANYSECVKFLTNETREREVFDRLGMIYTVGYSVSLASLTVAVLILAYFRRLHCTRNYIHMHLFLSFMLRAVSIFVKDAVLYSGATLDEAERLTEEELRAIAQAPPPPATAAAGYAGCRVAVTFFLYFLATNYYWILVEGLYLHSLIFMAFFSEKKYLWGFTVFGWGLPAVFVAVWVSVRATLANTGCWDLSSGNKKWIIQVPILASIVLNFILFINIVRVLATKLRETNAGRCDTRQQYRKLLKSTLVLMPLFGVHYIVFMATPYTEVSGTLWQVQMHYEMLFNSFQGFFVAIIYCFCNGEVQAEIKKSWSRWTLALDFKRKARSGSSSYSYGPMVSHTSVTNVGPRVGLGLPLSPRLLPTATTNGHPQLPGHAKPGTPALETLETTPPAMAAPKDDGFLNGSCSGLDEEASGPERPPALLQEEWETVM
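HEK-293-derived GP2 cells expressing PTHR1 and a GloSensor cAMP reporter, 3,000/well, plated overnight, given luciferin plus IBMX (each 0.5 mM as added) for 1 h at 37 °C, then compound for 1 h at 37 °C. Luminescence was read after 15 min at room temperature.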
Active calls of the source: *; i = inactive; u = inconclusive; x = no result given; [ ] = dose if it differs, or a comment. Unless noted, calls come from the whole dose curve; as a rule, active = well fitted curve in the direction sought with a large enough effect; inconclusive = small, poorly fitted or top-dose-only effect, or another doubt; inactive = no such curve, though single readings can be large; an effect the other way counts as inactive or inconclusive.

Results follow in this order: GLP-1R inv ag | Abeta yeast res | pAkt inh | TDP43 rescue | aSyn yeast inh | GLP1R cytotox | MmCpn inh | FUS yeast rescue | PTHR1 ag
> CC(Sc1nc2c([nH]c3ccccc32)c(=O)n1C)c1ccccc1 (stereo not drawn)
  12% | 2% | i | 16% | 1% | 1% | -3% | 7% | 13%
> c1ccc(CCN=C2CCCc3c2[nH]c2ccccc32)cc1
  21% | 16% | i | -17%[1.82 µM] | 8% | 13% | -1% | -3% | i
> CCCCOC(=O)c1ccc(NC(=O)c2cc(-c3ccccc3)on2)cc1
  -11% | -16% | x | 7% | x | 4% | x | -4% | i
> O=S(=O)(CCOc1ccccc1)N1CCOCC1
  47%[activator] | 4% | i | -2% | 1% | 13% | 2% | -1% | -25%
> CCn1nnnc1SCC(=O)Nc1nc(C)c(C)s1
  31%[activator] | 0% | i | -11% | 3% | 8% | 1% | -1% | i
> CCCNC(=O)C1(C)CCCN(C(=O)c2c(C)noc2C)C1 (stereo not drawn)
  9% | -13% | i | u | -6% | 4% | x | -25% | -18%
> CSCCC(NC(=O)c1ccc(C(C)(C)C)cc1)C(=O)O (stereo not drawn)
  11% | -6% | i | 10% | 8% | 15% | u | -24% | i
> CC(NC(=O)CCOc1ccccc1)c1ccccc1 (stereo not drawn)
  -3% | u | i | u | 0% | 7% | 0% | -21% | i
> CCOc1ccc2nc(COC(=O)c3cccc([N+](=O)[O-])c3)c(C(C)=O)[n+]([O-])c2c1
  u | 8% | i | -14%[1.82 µM] | 0% | -1% | -3% | 14% | -3%
> COc1cc(C2CC(c3ccccc3)=NN2c2ccccc2)ccc1OCC(=O)O (stereo not drawn)
  -10% | 8% | i | -2% | 0% | 220%[activator] | -9% | 19% | -11%
> O=C(NCc1ccccn1)NC1CCCCC1
  4% | 21% | i | 0% | 4% | 4% | 2% | x | 0%
> O=C(NC1CCCCC1)C1CCN(c2ncccn2)CC1
  5% | -11% | i | -9% | -6% | 8% | 0% | 10% | i
> Cc1oc(-c2ccc(Cl)cc2)nc1CN1CCCC(C(=O)NCCc2ccc(Cl)cc2)C1 (stereo not drawn)
  -13% | -22% | x | 4% | x | 0% | x | 22% | -17%
> COc1ccc(NC(=O)Cn2c(=O)n(Cc3ccccc3)c(=O)c3sc4ccccc4c32)cc1
  2% | 6% | x | 24% | x | -2% | x | 1% | -21%
> N#CCc1nc(CSc2nc3ccccc3s2)cs1
  0% | 27% | x | u | -2% | 3% | 1% | 16% | i
> Cc1oc(-c2cccs2)nc1CN1CCN(Cc2ccc(F)c(F)c2)C(CCO)C1 (stereo not drawn)
  u | -5% | i | -15% | -1% | 15% | 2% | 12% | -12%
> COc1ccccc1-c1cnc(C(O)c2ccc(C)cc2C)[nH]1 (stereo not drawn)
  1% | -14% | i | 6% | 0% | -1% | x | -11% | -19%
> CSc1ccccc1C(=O)C1CCCN(C(=O)c2csnn2)C1 (stereo not drawn)
  16% | -5% | i | -9%[0.397 µM] | 5% | -19% | 2% | 20% | -12%
> COc1ccccc1Cn1c(=O)oc2ccc(C)cc21
  u | u | i | x | 17% | 9% | 4% | 14% | -7%
> COc1ccc2c(c1)OC[C@H]1[C@H]2N2C(=O)c3cc(Cl)ccc3NC(=O)[C@@]2(C)[C@H]1c1ccccc1
  -28% | -72%[inhibitor] | i | 4.5µM* | 23% | 7% | -14% | 36% | -10%
> COc1ccc(CNC(=O)N2CCc3ccccc3C2)cc1Cl
  -25% | -3% | i | 4% | 3% | -1% | 0% | 6% | i
> CCOc1ccc(NC(=S)N(CCc2c(C)[nH]c3ccccc23)Cc2ccco2)cc1
  u | -3% | i | 11% | -7% | -5% | 1% | 9% | -28%
> CC(=O)Nc1cccc(C(=O)OCc2csc(CC(=O)Nc3ccccc3C)n2)c1
  3% | 1% | i | 12% | 0% | -3% | -20% | x | i
> Cc1ccc(C)c(NC(=O)Nc2nnc(N(CC(C)C)CC(C)C)s2)c1
  u | -4% | x | 24%[9.22 µM] | x | -5% | x | 32% | i
> COc1ccc(C)cc1NC(=O)C1CC(=O)N(CCc2ccc(F)cc2)C1 (stereo not drawn)
  7% | -4% | i | -9% | 0% | 0% | x | 3% | i
> CCOc1ccc(NC(=O)CC2C(=O)N(c3ccccc3)C(=S)N2Cc2ccccn2)cc1 (stereo not drawn)
  -29% | 11% | i | 8% | -2% | -5% | 0% | u | i
> COc1ccc(-n2c(SCC(=O)Nc3ccccc3)nnc2-c2ccoc2C)cc1
  u | 0% | i | 4% | -5% | 17% | x | -4% | i
> Cc1ccc(NC(=O)Cn2nnc(C(=O)Nc3ccc(C)c(C)c3)c2N)cc1
  -5% | 12% | i | 4% | 3% | 1% | -17% | 22µM* | -24%
> Oc1c(C=Nc2ccccc2Cl)[nH]c2ccccc12
  3% | -6% | i | 1% | 2% | -14% | 0% | 20% | -21%
> CN(C)/C(=N\S(=O)(=O)c1ccccc1)c1ccccc1
  16% | -3% | i | 7% | -4% | 10% | 1% | -13% | i

Filtered by structure, the entries above containing a furan ring, fused or not.
Results follow in this order: GLP-1R inv ag | Abeta yeast res | pAkt inh | TDP43 rescue | aSyn yeast inh | GLP1R cytotox | MmCpn inh | FUS yeast rescue | PTHR1 ag
> CCOc1ccc(NC(=S)N(CCc2c(C)[nH]c3ccccc23)Cc2ccco2)cc1
  u | -3% | i | 11% | -7% | -5% | 1% | 9% | -28%
> COc1ccc(-n2c(SCC(=O)Nc3ccccc3)nnc2-c2ccoc2C)cc1
  u | 0% | i | 4% | -5% | 17% | x | -4% | i

(list continues)
Molecule,GLP-1R inv ag,Abeta yeast res,pAkt inh,TDP43 rescue,aSyn yeast inh,GLP1R cytotox,MmCpn inh,FUS yeast rescue,PTHR1 ag
O=C(COC(=O)c1ccccc1Br)NCCc1ccc(F)cc1,u,-9%,i,20µM*,19%,-8%,0%,x,i
Cc1ccc(C)n1-c1ccc(N2CCOCC2)nc1,0%,-11%,x,-3%,-18%,2%,-4%,62%,i
N#C/C(=C\c1c(Oc2ccc(Br)cc2)nc2ccccn2c1=O)c1nc2ccccc2s1,7%,-10%,x,2%,x,175%[activator],x,u,i
O=C(Cc1ccc(NC(=O)C2CCCN(C(=O)c3ccccc3)C2)cc1)Nc1ccc(C(=O)N2CCOCC2)cc1 (stereo not drawn),4%,-14%,i,-23%,-5%,-6%,x,10%,15%
COC(=O)CCCC(=O)N1CCCC(CCC(=O)NCc2ccc(F)c(F)c2)C1 (stereo not drawn),10%,10%,i,-12%,0%,-2%,-2%,0%,i
COc1cc(CN2C[C@@H](CO)O[C@@H](n3cnc4c(NCC(C)C)ncnc43)C2)cc(OC)c1OC,12%,17%,i,15%,2%,6%,x,11%,i
COc1ccccc1NC(=O)COC(=O)C1CCCC1,10%,-7%,i,1%,-21%,-1%,1%,-16%,-7%
COc1ccccc1NCc1cc(=O)oc2c(C)c(O)ccc12,-7%,4%,i,-8%,0%,9%,-2%,18%,-14%
C/C(=C\c1ccccc1)CN1CCN(Cc2ccc(C)o2)C(CCO)C1 (stereo not drawn),-30%,2%,i,-15%,-5%,0%,-1%,22%,-21%
COc1ccc2nc3ccccc3nc2c1NC(=O)c1ccccc1Cl,54%[activator],-8%,i,-11%,-2%,90%[activator],-3%,16%,i
N#CC1=C(N)SC(N)=C(C#N)C1c1cccc(O)c1,3%,0%,i,-3%,1%,7%,-7%,u,-20%[57.5 µM]
CC1=CN(S(=O)(=O)c2ccc(C)cc2)C[C@@H]2[C@H]3CC[C@H](C3)[C@H]12,u,-24%,i,-22%,0%,14%,-2%,12%,-61%[inhibitor]
O=C(Cn1[nH]c(=O)c2ccccc2c1=O)OCC(=O)N1CCCc2ccccc21,0%,-4%,i,0%,-9%,-14%,2%,26%,-2%[57.5 µM]
COc1ccc(OC)c(Nc2nc(-c3ccncc3)nc3ccccc23)c1,56%[activator],-12%,i,2%,5%,27%,0%,14%,22%
COCCNC(=O)C1(C)CCCN(Cc2ccc(C)c3ccccc23)C1 (stereo not drawn),-28%,-14%,x,6%,2%,4%,x,-8%,-9%
CCOc1ccc(OCC)c(NC(=O)CSc2nnc(Cn3cnc4ccccc43)n2C)c1,71%[activator],10%,i,-15%,-8%,-5%,-5%,15%,-8%[57.5 µM]

In a second layout: entries from further up
> N#CC1=C(N)SC(N)=C(C#N)C1c1cccc(O)c1
  GLP-1R inv ag: 3%	Abeta yeast res: 0%	pAkt inh: i	TDP43 rescue: -3%	aSyn yeast inh: 1%	GLP1R cytotox: 7%	MmCpn inh: -7%	FUS yeast rescue: u	PTHR1 ag: -20%[57.5 µM]
> COc1ccccc1NCc1cc(=O)oc2c(C)c(O)ccc12
  GLP-1R inv ag: -7%	Abeta yeast res: 4%	pAkt inh: i	TDP43 rescue: -8%	aSyn yeast inh: 0%	GLP1R cytotox: 9%	MmCpn inh: -2%	FUS yeast rescue: 18%	PTHR1 ag: -14%

Some of the compounds tested; count on the stated rates, not on these rows.
